Screens: PubChem, National Center for Advancing Translational Sciences (NCATS)
Menin-MLL TR inh: inhibitors of human menin-MLL interaction, mutant MLL peptide | O00255 | Menin + Texas Red MLL mutant peptide, fluorescence polarization | Potency, µM (series often up to 61.6 µM), without a hit: top-dose FP activity change, negative = inhibition, most hits filed as inhibitors | actives 0.23% (n = 270,000) | AID 1768; active = well fitted inhibition curve with a large enough effect in the polarisation, with a control signal flat, not every such curve was filed as active; inconclusive = small, poorly fitted or top-dose-only effect, or effect the other way, or a change in a side signal; inactive = no such curve, though single readings can be large or run the other way; the % refers to the polarisation; also: potency is read from the fitted curve at half-maximal effect; % of control where 0% means no effect; many of its hits are not listed in these tables
NPC1 prom act: activates the NPC1 promoter; Huh7 NPC1 promoter luciferase reporter, 24 h; Potency, µM (series often up to 9.22 µM), inactives show at the top dose activation, most hits filed as activators; actives 2.4% (n = 320,000);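 also: potency is read from the fitted curve at half-maximal effect; % of control where 0% means no effect; nearly all actives have a fitted effect of over 60% in size; reporter is driven by a mutant NPC1 promoter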
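Readout is luciferase luminescence, reflecting NPC1 promoter activation in stably transfected Huh7 cells after 24 h compound exposure at 37 °C in reduced-serum medium with 10% FBS.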
FLuc modulator: counter-screen for miR-21 project: firefly luciferase inhibitors or activators; purified FLuc, Km substrates, luminescence inhibition; actives 6.9% (n = 360,000); Potency, µM (titrated, usually from 57.5 µM), for the others: top-dose activity change, negative = inhibition, actives largely listed as inhibitors;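 also: potency is read from the fitted curve at half-maximal effect; plate controls were vehicle for no effect and reference inhibitor for full effect; nearly all actives have a fitted effect of over 55% in size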
Target sequence (P08659 whole entry, looked up): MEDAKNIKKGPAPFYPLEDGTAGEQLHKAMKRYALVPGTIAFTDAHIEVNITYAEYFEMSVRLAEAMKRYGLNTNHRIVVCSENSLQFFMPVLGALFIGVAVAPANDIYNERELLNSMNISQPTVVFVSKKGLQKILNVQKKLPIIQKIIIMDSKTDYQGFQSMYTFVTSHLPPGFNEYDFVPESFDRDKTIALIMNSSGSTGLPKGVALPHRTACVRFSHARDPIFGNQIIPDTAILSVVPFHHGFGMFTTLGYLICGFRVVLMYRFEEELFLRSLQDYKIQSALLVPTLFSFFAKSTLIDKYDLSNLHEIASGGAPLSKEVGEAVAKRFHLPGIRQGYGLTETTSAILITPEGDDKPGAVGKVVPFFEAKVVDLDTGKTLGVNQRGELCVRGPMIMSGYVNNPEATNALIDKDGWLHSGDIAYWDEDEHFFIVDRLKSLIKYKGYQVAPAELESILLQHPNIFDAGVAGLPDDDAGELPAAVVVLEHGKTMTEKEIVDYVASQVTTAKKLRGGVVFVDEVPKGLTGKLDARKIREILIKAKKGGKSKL
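Purified P. pyralis luciferase, 10 nM final, with Km-level 10 uM D-luciferin and 10 uM ATP in 50 mM Tris acetate pH 7.5, 10 mM Mg acetate, 0.01% Tween-20, 0.05% BSA; 6-point qHTS titration about 60 µM downward; luminescence read.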
Giardia kill: kills Giardia lamblia; Giardia lamblia trophozoite viability; activity change, % at 7.66 µM, hits read low; actives 0.15% (n = 340,000); AID 540267; in the data active = activity change below about -80%; inconclusive = between about -30% and that limit;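 also: parasites exposed to compound for two days anaerobically before the ATP read; % is scaled to controls: 0 for no effect and ±100 for the full control effect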
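Compounds were tested on trophozoites seeded at 100 cells/well and held 48 hrs at 37 deg C anaerobically. An ATP-based luminescent kit measured the remaining live cells.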
Rab9 prom act: activators of Rab9 promoter. Huh7 Rab9 promoter-luciferase reporter, luminescence, 24 h. actives 2.8% (n = 320,000). Potency, µM (top dose mostly 9.22 µM), for the others: at the highest dose activation, negative = inhibition, usual class: activators; also: potency is read from the fitted curve at half-maximal effect; % of control where 0% means no effect; nearly all actives have a fitted effect of over 60% in size
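Huh7 cells stably carrying Rab9 promoter–luciferase reporter, plated 1500 cells/well, compound added after 2 h and incubated 24 h at 37 °C; luciferase luminescence then read after 10 min with detection reagent.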
RORg inh: ROR gamma (mouse) transcription inhibition; P51450; Drosophila S2 Gal4-RORgamma UAS-luciferase reporter, 20 h; Potency, µM (highest dose often 53.6 µM), inactives show top-dose activity change, negative = inhibition, most hits filed as inhibitors; actives 5.4% (n = 310,000); AID 2551; also: potency is read from the fitted curve at half-maximal effect; % is scaled to controls: 0 for no effect and ±100 for the full control effect; nearly all actives have a fitted effect of over 60% in size
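Drosophila Schneider cells stably carrying a metallothionein-driven Gal4 DBD–ROR gamma fusion and a UAS-Photinus luciferase reporter were exposed to compound for 1 hr, then induced with copper sulfate (700 uM final) for 20 hr at ambient temperature before luminescence reading.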
BRCA1 expr act: activators of BRCA1 expression; MCF7-BRCA1-FFLuc reporter, luminescence, 48 h; response scale: scaled: vehicle 0%, 10 µM genistein 100%; Potency, µM (highest dose often 46.1 µM), for the others: at the highest dose activation, actives largely listed as activators; actives 1.1% (n = 380,000); AID 624202; also: potency is read from the fitted curve at half-maximal effect; nearly all actives have a fitted effect of over 80% in size; some results filed as inactive show a strong effect at the top dose
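Luminescence from a BRCA1-driven firefly luciferase in MCF7 cells was the read-out, taken 15 min after substrate addition following 48 h compound exposure at 37 °C. Data were normalized to a 10 microM genistein control and DMSO vehicle.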
VP16 counter: inhibits Gal4-VP16 luciferase reporter, ROR gamma counter-screen; Drosophila S2 Gal4-VP16 UAS-luciferase, luminescence, 20 h; Potency, µM (doses to about 53.6 µM), inactives show top-dose activity, negative = inhibition, usual class: inhibitors; actives 3.5% (n = 310,000); AID 2546;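 also: Gal4-VP16 expression switched on by copper sulfate through the metallothionein promoter; potency is read from the fitted curve at half-maximal effect; % is scaled to controls: 0 for no effect and ±100 for the full control effect; nearly all actives have a fitted effect of over 50% in size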
ELG1 genotoxic: inducers of genotoxicity in HEK293T ELG1-luciferase cells. HEK293T ELG1-luciferase reporter, luminescence, 16 h. Potency, µM (doses to about 46 µM), inactives show at the top dose activity change, positive = activation, usual class: activators. actives 1.3% (n = 330,000). AID 504466; also: potency is read from the fitted curve at half-maximal effect; % of control where 0% means no effect; nearly all actives have a fitted effect of over 60% in size
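Cells (2,000/well) expressing the ELG1-luciferase fusion are dosed by pin tool and kept 16 hr at 37 °C, 5% CO2. Signal comes from ONE-Glo luciferase reagent after 30 min at room temperature.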
PKM2 act: activators of human pyruvate kinase M2; Potency, µM (doses to about 57.5 µM), for the others: at the top dose activation, actives largely listed as activators; actives 0.34% (n = 260,000); purified PKM2, Kinase-Glo ATP luminescence, activation; response scale: 0% is enzyme alone, no compound; P14618; also: potency is read from the fitted curve at half-maximal effect; % is scaled to controls: 0 for no effect and ±100 for the full control effect; nearly all actives have a fitted effect of over 55% in size
Target sequence (P14618 whole entry, looked up): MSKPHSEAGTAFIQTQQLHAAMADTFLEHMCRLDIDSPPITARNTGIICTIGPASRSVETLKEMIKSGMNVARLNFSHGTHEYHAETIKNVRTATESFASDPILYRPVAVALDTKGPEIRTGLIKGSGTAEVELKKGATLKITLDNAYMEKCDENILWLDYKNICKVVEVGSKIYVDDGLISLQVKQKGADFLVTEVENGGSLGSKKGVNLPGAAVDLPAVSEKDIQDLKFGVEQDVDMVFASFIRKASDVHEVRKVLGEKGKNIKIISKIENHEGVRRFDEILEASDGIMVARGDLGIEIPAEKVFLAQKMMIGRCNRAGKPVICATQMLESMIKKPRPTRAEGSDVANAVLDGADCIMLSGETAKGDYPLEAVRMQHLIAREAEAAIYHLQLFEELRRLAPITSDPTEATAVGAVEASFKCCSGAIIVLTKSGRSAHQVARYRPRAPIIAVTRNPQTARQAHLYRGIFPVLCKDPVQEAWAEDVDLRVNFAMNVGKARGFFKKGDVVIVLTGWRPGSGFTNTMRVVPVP
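Purified hPK-M2 (>95%) run at intermediate activity with 0.1 mM ADP and 0.5 mM PEP in 50 mM imidazole pH 7.2, KCl, MgCl2; 1 h room temperature. ATP formed read by Kinase-Glo luminescence; normalized to uninhibited and no-enzyme controls.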
p53 reactivation: mutant p53 re-activation in reporter cells; Potency, µM (top dose mostly 92.2 µM), inactives show at the top dose activity change, positive = activation, hits mostly activators; AID 504706; actives 0.063% (n = 320,000); H1299 p53-A138V BP100-luciferase reporter, luminescence, 24 h; also: potency is read from the fitted curve at half-maximal effect; % of control where 0% means no effect; nearly all actives have a fitted effect of over 45% in size
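H1299 (p53-null), stable ts p53-A138V + BP100-Luc; 1000 cells/well, Opti-MEM/10% FBS; cpd 4 pt, 1:5; 24 h, 37 deg C, 5% CO2; detection reagent 10 min RT; luminescence.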
Active calls of the source: *; ? = inconclusive; / = no result given; & = joins results of further samples; [ ] = remark or other dose. Unless noted, calls follow the shape of the dose curve; as a rule, active = well fitted curve in the direction sought with a large enough effect; inconclusive = small, poorly fitted or top-dose-only effect, or another doubt; inactive = no such curve, though single readings can be large; an effect the other way counts as inactive or inconclusive. An excerpt, so the mix of outcomes need not match the whole.

SMILES	Menin-MLL TR inh	NPC1 prom act	FLuc modulator	Giardia kill	Rab9 prom act	RORg inh	BRCA1 expr act	VP16 counter	ELG1 genotoxic	PKM2 act	p53 reactivation
CCSc1nnc(NC(=O)CCN2C(=O)C3CCCCC3C2=O)s1 (configuration not stated)	/	12%	-4%	-2	21%	/	66%	/	13%	/	19%
O=C(NC(Cc1c[nH]c2ccccc12)C(=O)N1CCOCC1)c1cccs1 (configuration not stated)	11%	1%	-3%	-4	-1%	-11%	7%	1%	7%	-1%	-1%
CCN(CC)C(=O)Cn1cc(S(=O)(=O)CC(=O)Nc2ccc(C(N)=O)cc2)c2ccccc21	1%	-1%	-2%	22	5%	-30%	22%	0%	-1%	-3%	4%
COC(=O)COc1cccc2c(=O)n(CC(=O)NCCc3ccccc3)ccc12	-1%	-4%	5%	-1	-5%	-1%	17%	-4%	1%	-5%	-7%
S=C(NC1CCCCC1)N1CCN(Cc2ccccc2)CC1	-4%	-2%	-18%	-15	6%	-11%	10%	23%	1%	4%	6%
N#Cc1ccc(-c2ccc(F)cc2)nc1Sc1ccc(F)cc1	-21%	-3%	-2%	-1	0%	15%	-14%	-5%	?	2%	1%
CSc1cccc(NC(=O)OC2CCCCCCCCCCC2)c1	55%[activator]	-4%	?	-13	-3%	-17%	-3%	-1%	-5%	-2%	-2%
CCn1nc(NC(=O)Cc2ccc(OC)cc2)c2cc3cccc(C)c3nc21	/	-4%	0%	6	-1%	-29%	-9%	-6%	3%	1%	0%
C#CCNC(=O)C1=C[C@@H](C(C)(C)C)C[C@@H](OCc2ccc(CO)cc2)O1	-10%	1%	-2%	-19	0%	10%	-15%	1%	-5%	-1%	3%
CCCn1c(C2CCCN2c2nc(C)cs2)nc2cc(Cl)c(Cl)cc21 (configuration not stated)	/	-1%	2%	3	-1%	?	-20%	?	-6%	5%	/
COc1ccc(NC(=O)CN2CCN(CC(=O)Nc3ccc4c(c3)OCO4)CC2)cc1	?	-2%	5%	-5	0%	18%	-18%	1%	-4%	2%	-1%
CSc1ccc(/C=C/C(=O)c2ccc(NC(=O)C(C)C)cc2)cc1	38%[activator]	-2%	9.5µM*	-17	-10%	?	11%	-10%	-2%	2%	-30%[inhibitor]
CC[C@@H](C(=O)[C@@H](C)[C@@H](O)[C@H](C)CCc1ccc(C)c(O)c1C(=O)O)[C@H]1O[C@](CC)([C@H]2CC[C@](O)(CC)[C@H](C)O2)C[C@@H]1C	-1%	-7%	-2%	-11	-30%	?	-74%	6.3µM*	-14%	1%	/
COc1cc(NC(=O)c2cc3ccccc3o2)c(OC)cc1Cl	17%	15%	0%	-27	29%	-4%	-21%	?	9%	-7%	-2%
Cc1cc(C)c(C#N)c(SC(C(=O)NC(C)(C)C)c2ccccc2)n1 (configuration not stated)	/	-3%	1%	-19	1%	1%	-18%	3%	3%	5%	0%
O=S(=O)(c1ccc(NC(=S)NN=C2CCCCC2)cc1)N1CCOCC1	?	-10%	2%	-5	-1%	8.9µM*	-10%	?	0%	-5%	-1%
COc1ccc(CCNC(=O)c2ccc(OCC(=O)N3CCOCC3)c(OC)c2)cc1OC	-6%	0%	-4%	5	6%	-39%	4%	6%	-8%	-3%	-12%
COc1ccc(N2CCN(S(=O)(=O)CCNC(=O)COc3ccccc3C)CC2)cc1	/	-1%	-2%	-24	-2%	/	-19%	/	-1%	/	-8%
O=C(Nc1ccc(N2CCCCC2)cc1)c1ccccc1	15%	0.4µM*	1.9µM*	?	0.28µM*	3.5µM*	-3%	?	?	-34%	8%
CN(CC(=O)Nc1cccc(F)c1)CC(=O)Nc1cccc(S(=O)(=O)N2CCCCCC2)c1	/	-2%	-2%	1	-10%	25%	-61%	-3%	-22%	1%	-8%
CCOc1cccc(C(=O)N(Cc2ccc(F)cc2)C2CCS(=O)(=O)C2)c1 (configuration not stated)	1%	2%	-1%	-14	-7%	-26%	-2%	0%	0%	1%	12%
N#Cc1ccccc1NC(=O)CN1CCN(c2ccccn2)CC1	2%	-2%	3%	-8	-4%[1.84 µM]	0%	0%	1%	4%	/	-4%
CN(c1ccccc1C(=O)Nc1ccc(S(=O)(=O)N2CCOCC2)cc1)S(=O)(=O)c1ccccc1	-8%	-7%	12%	3	-4%	?	-19%	-4%	1%	1%	0%
Cc1cccc(Cn2c(Cc3ccccc3)nc3ccccc32)c1	?	-5%	?	8	-8%	3.2µM*	-33%	4.5µM*	0%	-3%	-20%
CCOC(=O)c1cc(CC)sc1NC(=O)CN1C(=O)C(=O)N(CC(C)C)C1=O	/	0%	-1%	-15	-1%	/	-6%	/	-2%	/	5%

As a working copy, part of the list above:
SMILES	Menin-MLL TR inh	NPC1 prom act	FLuc modulator	Giardia kill	Rab9 prom act	RORg inh	BRCA1 expr act	VP16 counter	ELG1 genotoxic	PKM2 act	p53 reactivation
CCSc1nnc(NC(=O)CCN2C(=O)C3CCCCC3C2=O)s1 (configuration not stated)	/	12%	-4%	-2	21%	/	66%	/	13%	/	19%
O=C(NC(Cc1c[nH]c2ccccc12)C(=O)N1CCOCC1)c1cccs1 (configuration not stated)	11%	1%	-3%	-4	-1%	-11%	7%	1%	7%	-1%	-1%
CCN(CC)C(=O)Cn1cc(S(=O)(=O)CC(=O)Nc2ccc(C(N)=O)cc2)c2ccccc21	1%	-1%	-2%	22	5%	-30%	22%	0%	-1%	-3%	4%
COC(=O)COc1cccc2c(=O)n(CC(=O)NCCc3ccccc3)ccc12	-1%	-4%	5%	-1	-5%	-1%	17%	-4%	1%	-5%	-7%
S=C(NC1CCCCC1)N1CCN(Cc2ccccc2)CC1	-4%	-2%	-18%	-15	6%	-11%	10%	23%	1%	4%	6%
N#Cc1ccc(-c2ccc(F)cc2)nc1Sc1ccc(F)cc1	-21%	-3%	-2%	-1	0%	15%	-14%	-5%	?	2%	1%
CSc1cccc(NC(=O)OC2CCCCCCCCCCC2)c1	55%[activator]	-4%	?	-13	-3%	-17%	-3%	-1%	-5%	-2%	-2%
CCn1nc(NC(=O)Cc2ccc(OC)cc2)c2cc3cccc(C)c3nc21	/	-4%	0%	6	-1%	-29%	-9%	-6%	3%	1%	0%

Other records.
SMILES	Menin-MLL TR inh	NPC1 prom act	FLuc modulator	Giardia kill	Rab9 prom act	RORg inh	BRCA1 expr act	VP16 counter	ELG1 genotoxic	PKM2 act	p53 reactivation
COc1ccccc1N(C1=NCCCS1)S(=O)(=O)c1ccc(C(C)(C)C)cc1	?	-2%	5%	0	-12%	29%	-26%	-12%	-5%	4%	-2%
COc1ccc(/C=C/C(=O)c2ccc(OC)cc2O)cc1	?	0%	7.6µM*	-2	-1%	0.32µM*	51%	-27%[10 µM]	5%	0%	22%
Cc1cccc(NC(=O)COC(=O)CSc2ccccc2)c1C	/	-1%	-2%	0	1%	/	2%	/	0%	/	?
Cc1ccc2ccc(C(Nc3cccc(C(F)(F)F)c3)c3cccnc3)c(O)c2n1 (configuration not stated)	8%	-1%	-2%	5	-1%	7.1µM*	-8%	?	-1%	-2%	-3%
COc1ccccc1C(=O)N/N=C/C(C)=C/c1ccccc1	-18%	?	9.5µM*	-1	15%	36%	?	6%	14%	1%	0%
Cc1nn(C)c(C)c1NC(=O)CCl	4%	-6%	-1%	20	2%	-15%	-13%	15%	14%	-24%	-7%
COc1ccc(NC(=O)Nc2ccc(OC)cc2)cc1	8%	2.8µM*	-22%	-12	2.2µM*	12%	95%	?	?	-2%	14%
COc1ccc(CC(C)NS(=O)(=O)c2ccc3c(c2)CCN3S(C)(=O)=O)cc1OC (configuration not stated)	/	2%	-2%&-4%	-8	-8%	-6%	0%&13%	-22%	-3%	/	-8%
Cc1ccc(C(=O)NC(=S)Nc2ccccc2C)cc1	16%	?	19µM*	10	?	?	?	?	?	1%	8%
O=C(COC(=O)CCN1C(=O)c2ccccc2C1=O)Nc1ccccc1[N+](=O)[O-]	/	-1%	3%	-18	1%	/	3%	/	0%	/	-1%
O=C(Cn1cc([N+](=O)[O-])cn1)N1CCN(c2ccccc2)CC1	-4%	-2%	0%	5	6%	-11%	13%	-8%	-3%	0%[11.5 µM]	-20%
